# CCHFV vOTU inh: CCHFV vOTU protease inhibition | AID 651958 | Pep-AMC fluorescence | inhibition, % at 11.5 µM | hit rate 0.55% among 370,000; also: 0% = vehicle wells with enzyme and 100% = no enzyme wells
# BoNT-A LC inh2: blocks Botulinum neurotoxin A light chain protease; hit rate 0.17% among 360,000; multiplex microsphere protease substrate cleavage, flow cytometry; inhibition, % at 10 µM; in the data active = inhibition above about 30%; inconclusive = no clear call, values can overlap the other calls; also: plate controls were buffer without enzyme for full effect and enzyme alone for no effect
# PrPC TRFRET: cell surface PrPC inhibition, primary TR-FRET screen; P04156; TR-FRET read-out; inhibition, % at 13.8 µM; hit rate 0.43% among 370,000; AID 720596; in the data active = inhibition above about 24%; also: 0% = median of the test wells and 100% = reference compound wells
# FBA Mtb inh: inhibits M. tuberculosis FBA enzyme; P9WQA3; purified M. tuberculosis FBA, fluorescence read-out; inhibition, % at 1 µM; hit rate 2.3% among 360,000; AID 588726; in the data active = inhibition above about 27%;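 also: 0% = vehicle and 100% = reference inhibitor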
# Target sequence (P9WQA3 whole entry, looked up): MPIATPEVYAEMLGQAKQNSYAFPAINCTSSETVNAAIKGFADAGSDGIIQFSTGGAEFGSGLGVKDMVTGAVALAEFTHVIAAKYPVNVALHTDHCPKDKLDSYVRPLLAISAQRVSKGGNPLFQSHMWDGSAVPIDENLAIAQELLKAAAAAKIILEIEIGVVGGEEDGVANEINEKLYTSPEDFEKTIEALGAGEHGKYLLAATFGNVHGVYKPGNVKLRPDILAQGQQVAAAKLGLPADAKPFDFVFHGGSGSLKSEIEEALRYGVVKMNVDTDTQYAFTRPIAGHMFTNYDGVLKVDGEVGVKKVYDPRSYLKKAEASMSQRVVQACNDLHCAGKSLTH
# BoNT-F LC inh: BoNT F light chain protease inhibition. Multiplex microsphere protease cleavage assay, flow cytometry. inhibition, % at 10 µM. hit rate 0.22% among 360,000; in the data active = inhibition above about 35%, passing the limit was not always enough; inconclusive = no clear call, values can overlap the other calls; also: plate controls were buffer without enzyme for full effect and enzyme alone for no effect
# FadD28 binding: blocks FadD28 binding to the bisubstrate probe; fluorescence polarization; inhibition, % at 12.5 µM; hit rate 0.22% among 360,000; AID 588549; in the data active = inhibition above about 8.5%, passing the limit was not always enough; inconclusive = no clear call, values can overlap the other calls
# GDH-TPI inh: counter-screen for M. tuberculosis FBA inhibitors: GDH-TPI coupled enzymes | AID 588335 | inhibition, % at 4.8 µM | GDH-TPI coupled enzyme counterscreen, NADH absorbance | hit rate 1.2% among 360,000;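 also: 0% = DMSO wells and 100% = wells lacking the enzyme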
# Mtb BioA inh: blocks M. tuberculosis BioA enzyme activity. purified M. tuberculosis BioA enzyme, plate reader. inhibition, % at 9.99 µM. hit rate 0.096% among 360,000; in the data active = inhibition above about 40%; inconclusive = no clear call, values can overlap the other calls
# UGM FP inh: Mtb UDP-galactopyranose mutase inhibition; P9WIQ1; purified UGM, fluorescence polarization probe displacement; inhibition, % at 10 µM; hit rate 0.06% among 320,000; in the data active = inhibition above about 10%, passing the limit was not always enough; inconclusive = no clear call, values can overlap the other calls
# Target sequence (P9WIQ1 whole entry, looked up): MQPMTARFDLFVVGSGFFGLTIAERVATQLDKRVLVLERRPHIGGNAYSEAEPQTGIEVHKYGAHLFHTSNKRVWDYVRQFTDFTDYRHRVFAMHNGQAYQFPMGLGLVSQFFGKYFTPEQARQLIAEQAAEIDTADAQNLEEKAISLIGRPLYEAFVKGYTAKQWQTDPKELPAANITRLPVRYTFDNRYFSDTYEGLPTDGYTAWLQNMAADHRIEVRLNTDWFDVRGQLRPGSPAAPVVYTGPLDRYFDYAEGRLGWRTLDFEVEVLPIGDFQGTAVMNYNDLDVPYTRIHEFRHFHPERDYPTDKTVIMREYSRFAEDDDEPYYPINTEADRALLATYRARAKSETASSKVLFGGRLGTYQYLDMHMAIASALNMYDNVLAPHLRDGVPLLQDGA
# An asterisk follows results filed as active; u = inconclusive; x = no result given. Rule as the data show it, unless noted: active = inhibition above about 30%; inactive = the rest.
# Every second line gives: CCHFV vOTU inh	BoNT-A LC inh2	PrPC TRFRET	FBA Mtb inh	BoNT-F LC inh	FadD28 binding	GDH-TPI inh	Mtb BioA inh	UGM FP inh
1: COc1ccccc1/C=N/NC(=O)c1sc(C)nc1C
    8.4	-0.7	-2.8	0.6	-0.6	-0.5	23.3	0.8	-3.2
2: Cn1c(N)c(C(=O)COC(=O)Cc2ccc(Br)cc2)c(=O)n(C)c1=O
    0.2	0.2	-1.9	2.2	-1.6	-0.2	1.8	-3.6	-0.1
3: CCN(CC(=O)Nc1c(F)cccc1F)C(=O)c1nc2nccc(C)n2n1
    1.4	0.2	-8.4	0.9	-0.4	-3.7	-2.2	0.7	-1.3
4: O=S(=O)(c1ccccc1Br)N(Cc1ccccc1)CC(O)COCc1ccccc1 (stereo not drawn)
    12.9	0.1	5.2	0.1	6.4	-2.4	-8.2	-0.3	x
5: COc1ccc(NC(=O)CCn2c(=S)[nH]c3ccccc3c2=O)cc1OC
    7.8	-1.4	0.3	-0.9	0.2	-0.9	10.9	-0.7	2.7
6: CCOc1nc(N2CCOCC2)nc(C)c1[N+](=O)[O-]
    5.6	-0.9	9.7	-0.1	-1.0	-2.3	7.1	x	0.7
7: Cc1ccc(OCCNC(=O)/C=C/c2ccc([N+](=O)[O-])cc2)cc1C
    11.2	0.3	-0.5	-3.1	-12.3	-3.9	5.6	-0.5	-0.9
8: CC1=C2C(=O)OC(c3ccoc3)C2(C)CCC1 (stereo not drawn)
    22.4	0.4	1.0	1.6	5.4	-1.5	3.4	1.3	4.9
9: CCOC(=O)c1cccc(NC(=O)CS(=O)(=O)Cc2nc(-c3cccc(OC)c3)oc2C)c1
    4.0	-2.2	3.4	2.2	-10.3	-1.8	-0.6	0.1	-1.6
10: O=C(CCn1nc(-c2ccccc2)ccc1=O)NCCCN1CCCCCC1
    -3.6	2.5	-2.9	-0.1	-7.9	-2.1	-3.7	x	-1.0
11: CC1=C(C(=O)Nc2cc(C)ccc2C)C(c2cccs2)NC(=S)N1 (stereo not drawn)
    2.0	-4.6	-5.6	-3.5	-6.3	-5.1	-5.8	-1.8	-0.3
12: Cc1ccc(S(=O)(=O)N2CCCC2)cc1S(=O)(=O)N1CCCC1
    16.2	0.8	10.0	-1.0	22.7	-5.0	-10.8	11.9	-3.0
13: COCc1ccc(CN2CCC(n3nccc3NC(=O)c3ccc4c(c3)OCO4)CC2)o1
    -2.8	0.0	3.1	-1.2	-0.8	-4.0	-1.8	3.8	x
14: O=C(COc1ccc(S(=O)(=O)NC2CCCCC2)cc1)NC1CCCC1
    -4.2	1.0	10.7	-3.8	-6.8	-0.1	0.9	-2.6	0.5
15: O=C(NNC(=O)c1csc(-c2cccnc2)n1)Nc1ccc(Cl)cc1
    -18.9	x	3.5	-2.8	x	-1.7	8.3	x	4.0
16: Cc1ccccc1NC1=NC(=S)N(CC(N)=O)C12CCOC(C)(C)C2 (stereo not drawn)
    1.8	-2.1	3.2	2.1	45.3*	-0.9	0.8	7.7	-0.5
17: CCCC[C@@]1(C2CCCC2)Cc2cc(OCC(=O)O)c(Cl)c(Cl)c2C1=O
    9.3	0.3	7.3	-4.3	7.1	-4.8	-1.6	2.1	2.8
18: CCOC(=O)c1ccc(NCc2cccnc2)cc1
    4.5	-0.8	11.3	-2.2	-1.5	-1.0	3.2	1.4	-1.1
19: CN(C)C(CNc1ncnc2sccc12)c1ccccc1 (stereo not drawn)
    -1.0	1.5	3.4	2.6	-3.4	-0.2	-0.3	3.4	-0.5
20: Cc1ccc(C)c(-n2cc(CN3CCN(C(=O)c4ncn[nH]4)CC3)c(-c3ccccc3)n2)c1
    -8.6	-0.8	7.5	-1.7	-8.6	-0.8	4.4	0.9	1.4

# The listing continues.
# Every second line gives: CCHFV vOTU inh	BoNT-A LC inh2	PrPC TRFRET	FBA Mtb inh	BoNT-F LC inh	FadD28 binding	GDH-TPI inh	Mtb BioA inh	UGM FP inh
21: Cc1cccc(C)c1NC(=O)COC(=O)c1cc[n+]([O-])cc1
    8.7	-1.9	-4.3	3.6	-5.5	1.1	6.0	-4.8	1.3
22: CC(=O)Nc1ccc(Oc2cc(N)cc([N+](=O)[O-])c2)cc1
    10.7	0.4	-29.0	7.9	1.8	-5.3	-2.2	x	-2.7
23: CCCNC(=O)c1ccc2c(=O)c(O)c(-c3ccsc3)[nH]c2c1
    x	6.2	x	5.3	-7.4	-2.0	-3.9	1.0	1.3
24: CC(C)(C)c1ccc(S(=O)(=O)N2CCN(C(=O)C3CCC3)CC2)cc1
    6.7	-1.0	10.4	-0.5	-4.5	-3.7	5.7	-1.2	-2.0
25: NC(=O)C1CCCN(C(=O)CCC(=O)c2cccs2)C1 (stereo not drawn)
    2.7	0.1	-6.0	0.9	-0.5	-1.9	-7.7	-1.8	2.4
26: CC(C)(C)c1[nH]nc2c1C(C1C=CCCC1)C(C#N)=C(N)O2 (stereo not drawn)
    6.1	u	3.7	1.3	-9.9	-6.6	5.5	-1.9	0.9
27: O=C(NC(=S)Nc1ccc(S(=O)(=O)N2CCCCC2)cc1)c1ccccc1
    4.7	-0.3	3.1	3.5	21.6	-1.8	13.4	-0.2	3.4
28: CCN(CC)S(=O)(=O)c1ccc(N2CCN(S(=O)(=O)c3ccc4c(c3)OCCO4)CC2)nc1
    -2.1	-0.8	7.8	0.4	-2.5	-1.2	10.3	-1.2	-2.8
29: O=C(c1cccc(C(=O)N2CCN(c3ccccc3)CC2)c1)N1CCN(c2ccccc2)CC1
    4.5	1.8	2.6	1.8	-11.8	-3.8	-6.7	0.4	0.7
30: CCN1CCN(c2ccc(NC(=O)Cc3ccccc3)cc2)CC1
    4.4	0.6	-1.9	-4.5	-26.0	1.3	0.9	-0.3	-0.4
31: CC1(C)CC(=O)C(C(c2ccc3c(c2)OCO3)C2C(=O)CC(C)(C)CC2=O)C(=O)C1
    9.8	-0.5	6.0	1.0	0.3	-2.7	x	x	x
32: COc1ccc(N2C(=O)C(O)C2c2ccc(C)cc2)cc1 (stereo not drawn)
    -10.9	-1.1	0.9	-2.9	-13.5	-1.7	2.6	x	2.6
33: O=C(C1CCN(S(=O)(=O)c2ccc(Br)s2)CC1)N1CCN(C2CCCCC2)CC1
    12.5	-0.9	-13.3	-2.3	-1.6	-0.3	-2.5	x	-2.2
34: CCOc1ccc(-n2cnc3c(=O)[nH]c(N)nc32)cc1
    -6.1	3.0	4.2	3.1	u	-4.1	3.9	1.4	-0.7
35: Cc1ccc(NC(=O)COC(=O)c2ccco2)cc1S(=O)(=O)N1CCCCC1
    -13.4	-0.1	4.7	-3.3	-0.9	-2.7	-2.6	-0.5	x
36: C=CCN1CC(c2nc3ccccc3n2Cc2cccc3ccccc23)CC1=O (stereo not drawn)
    -2.4	-1.2	8.4	3.2	-3.2	-3.9	1.5	10.2	-0.5
37: COc1ccc(CNC(=O)C2CCC(CNC(=O)[C@@H]3Cc4ccccc4CN3)CC2)cc1 (stereo partly drawn)
    -18.3	0.9	-5.8	-1.9	-0.8	-1.6	2.7	-0.7	-1.6
38: COc1ccc(OC)c(S(=O)(=O)Nc2c(C)nn(C)c2C)c1
    8.4	x	5.5	-0.7	x	-1.7	-3.8	0.2	-1.3
39: Cn1nnnc1SCc1csc(Nc2ccccc2)n1
    3.8	0.1	0.7	-6.4	-5.1	-2.4	-10.6	4.2	-1.8
40: O=C(CSC1=NCCN1)Nc1ccccc1[N+](=O)[O-]
    -5.7	-1.4	-1.2	-0.4	-6.0	-0.7	5.0	x	1.9

# Whole records, quoted from the list:
# CCN1CCN(c2ccc(NC(=O)Cc3ccccc3)cc2)CC1 is entered as CCHFV vOTU inh: 4.4; BoNT-A LC inh2: 0.6; PrPC TRFRET: -1.9; FBA Mtb inh: -4.5; BoNT-F LC inh: -26.0; FadD28 binding: 1.3; GDH-TPI inh: 0.9; Mtb BioA inh: -0.3; UGM FP inh: -0.4
# O=C(C1CCN(S(=O)(=O)c2ccc(Br)s2)CC1)N1CCN(C2CCCCC2)CC1 is entered as CCHFV vOTU inh: 12.5; BoNT-A LC inh2: -0.9; PrPC TRFRET: -13.3; FBA Mtb inh: -2.3; BoNT-F LC inh: -1.6; FadD28 binding: -0.3; GDH-TPI inh: -2.5; Mtb BioA inh: x; UGM FP inh: -2.2

# New compounds follow.
# Every second line gives: CCHFV vOTU inh	BoNT-A LC inh2	PrPC TRFRET	FBA Mtb inh	BoNT-F LC inh	FadD28 binding	GDH-TPI inh	Mtb BioA inh	UGM FP inh
41: COc1ccc(-c2cc(-c3nc4ccccn4c3NCc3ccccc3)ccc2OC)cc1
    -3.4	-0.7	85.3*	36.3*	0.3	-2.4	-2.5	-0.3	3.0
42: CN(C(=O)COC(=O)c1n[nH]c2ccccc12)c1ccccc1
    0.9	-0.8	2.5	3.7	2.7	-1.8	4.1	x	1.1
43: COc1ccccc1NC(=O)CCNS(=O)(=O)c1ccc2c(c1)CC(C)N2C(=O)C1CC1 (stereo not drawn)
    -4.0	2.3	-2.8	-0.1	7.1	-2.6	-4.3	0.2	-0.8
44: C=CCOC(=O)C1=C(C)OC(N)=C(C#N)C1c1ccco1 (stereo not drawn)
    -9.7	-2.6	-4.0	5.4	u	-1.6	28.8	x	-0.5
45: O=C(CSc1nc2c(c(C(F)(F)F)n1)CCc1ccccc1-2)NCc1ccc(F)cc1
    -1.7	-1.1	-0.5	0.7	-15.3	-3.2	0.8	0.0	-1.3
46: Cc1ccc(-c2ccc(C3=CC(=O)CC(C)(C)C3=O)cc2)cc1
    -8.3	2.2	2.0	2.6	-2.4	-1.1	-1.0	2.1	x
47: COc1ccc(C(CNC(=O)C(C)(C)Oc2ccc(Cl)cc2)N2CCCC2)cc1 (stereo not drawn)
    -4.5	0.8	-8.2	4.4	11.9	-1.5	1.6	-0.1	-2.5
48: Cn1c(N)c(C(=O)COC(=O)c2ccc(F)cc2Cl)c(=O)n(C)c1=O
    -5.3	0.7	2.9	-2.7	-3.8	-4.3	-5.6	-1.7	-3.1
49: Cc1ccc(S(=O)(=O)NCC(=O)N2CCN(S(=O)(=O)c3ccc(Cl)cc3)CC2)cc1C
    6.0	-0.3	-3.9	-0.9	-4.6	-4.1	1.4	-2.0	1.0
50: CCCCCn1c(SCC(=O)c2ccccc2)nc2cc(C(=O)NCc3ccco3)ccc2c1=O
    -5.6	-0.7	-2.8	1.4	-4.4	-2.0	-4.6	-2.7	x
51: Clc1cccc(C2NCc3ccccc3-n3cccc32)c1 (stereo not drawn)
    -11.0	-0.9	7.6	0.9	-12.8	-2.2	8.1	-0.7	-1.7
52: COc1ccc(Cl)cc1S(=O)(=O)N1CCCC(C(=O)NCc2ccccn2)C1 (stereo not drawn)
    -8.4	-5.1	-11.2	-2.4	1.6	-0.9	5.0	x	-1.3
53: CCC1CCC(N2CCN(c3ccc([N+](=O)[O-])cc3)CC2)CC1 (stereo not drawn)
    10.1	3.0	-0.4	-1.7	u	-2.3	8.5	0.6	2.9
54: CN(CC1CCCN(CCc2ccc(Cl)cc2)C1)C(=O)C(=O)c1ccco1 (stereo not drawn)
    13.8	-1.6	-0.5	1.7	6.1	-0.5	12.0	1.0	1.0
55: COC(=O)C1=C(c2c(C)noc2C)C[C@@H]2CC[C@H]1N2C(=O)NCCOc1ccccc1
    -7.8	-0.8	2.4	0.4	-5.1	0.2	8.4	1.9	-2.1
56: CSCCC(N=C1NS(=O)(=O)c2ccccc21)C(=O)N1CCCC(C(N)=O)C1 (stereo not drawn)
    -5.1	0.2	3.0	0.3	0.6	-3.3	3.6	-0.3	-3.0
57: Cc1ccn(CC(=O)O)c(=O)c1
    1.6	u	4.8	2.0	-1.3	-0.3	9.7	-1.5	-0.9
58: Cc1ccc(-c2nc3ncccc3o2)cc1NC(=O)c1ccccc1
    -12.8	x	-9.3	0.1	x	-0.3	2.4	x	-2.3
59: CC(C)(C)c1ccc(S(=O)(=O)NCc2ccc(C(=O)N3CCCC3)cc2)cc1
    2.4	u	1.4	1.8	2.0	-0.1	11.8	1.6	1.2
60: CC(=O)c1ccccc1NS(=O)(=O)c1c(C)nn(-c2ccccc2)c1C
    -13.2	0.6	3.0	0.5	4.5	-3.5	4.8	x	-0.9
61: COc1ccc(CCNC(=O)COc2ccc(S(=O)(=O)NC3CCCCC3)cc2Cl)cc1
    6.0	-2.7	17.3	2.4	-20.1	-3.7	9.0	-1.7	1.9
62: CC(C)NCC#CCOc1ccc(Cl)cc1
    7.4	0.2	3.6	0.5	-0.8	-3.4	-6.0	x	2.2

# Screens (PubChem BioAssay)
